H37Rv inhibition – M. tuberculosis growth inhibition, HTS (AID 449762); one-dose inhibition, % at 25 µM; IC50 in µM for titrated hits; M. tuberculosis H37Rv growth inhibition, 7H9 media; higher % means a stronger effect; hit rate 0.59% among 330,000; in the data active = a potency from the dose series; inconclusive = inhibition above about 70% without an active follow-up result;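 also: bacterial growth assessed after seven days of incubation; strong numbers were not always called active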
VEEV TC-83 Vero – inhibitors of VEEV TC-83 cytopathic effect, confirmation, Vero cells (AID 588727); Vero cells, VEEV TC-83 cytopathic effect inhibition; higher % means a stronger effect; one-dose inhibition, % at 20 µM; IC50 in µM for titrated hits; hit rate 0.13% among 350,000; in the data active = a potency from the dose series; inconclusive = inhibition mostly from about 14% at the one dose, without a potency; inactive = the rest, 99 in 100 with inhibition below about 12%; also: strong numbers were not always called active
influenza NS1A – NS1A inhibition, H1N1 influenza, cell based functional assay (AID 504329). hit rate 0.3% among 340,000. inhibition, % at 12.5 µM, or IC50 in µM where a hit was titrated. NS1A functional cell-based assay, percent inhibition; higher % means a stronger effect; in the data active = a potency from the dose series; inconclusive = inhibition above about 27% without an active follow-up result; also: strong numbers were not always called active
PhoP GFP inhibition – Inhibition of PhoP regulon, Salmonella typhi GFP reporter cells, confirmation, 4 h (AID 1850). Salmonella Typhi PhoP-promoter GFP reporter, fluorescence, 4 h; higher % means a stronger effect. inhibition, % at 50 µM, or IC50 in µM where a hit was titrated. hit rate 0.33% among 310,000; in the data active = a potency from the dose series; inconclusive = inhibition mostly from about 25% at the one dose, without a potency; inactive = the rest, 99 in 100 with inhibition below about 19%;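 also: 0% = induced wells with vehicle and 100% = uninduced wells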
tuberculosis growth – growth inhibition of non-replicating M. tuberculosis (AID 488890) | Mycobacterium tuberculosis non-replicating, growth inhibition; higher % means a stronger effect | one-dose inhibition, % at 25 µM; IC50 in µM for titrated hits | hit rate 0.39% among 320,000; in the data active = a potency from the dose series; inconclusive = inhibition mostly from about 82% at the one dose, without a potency; inactive = the rest, 99 in 100 with inhibition below about 76%;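 also: plate controls were DMSO cells for no effect and high antibiotic wells for full effect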
Numbers without * were called inactive; i = inactive; ? = inconclusive; nt = no result given.

SMILES,PhoP GFP inhibition,tuberculosis growth,VEEV TC-83 Vero,H37Rv inhibition,influenza NS1A
CCCCNC(=S)NCc1ccc2c(c1)cc(C)n2C,0%,?,0.5%,25%,12%
CC(C)OC(=O)c1nn2c(C(F)(F)F)cc(-c3ccco3)nc2c1Cl,-10%,13%,0.6%,3%,-4%
Cc1ccc(NC(=O)COC(=O)Cn2c(C)csc2=O)cc1,-8%,nt,0.2%,3%,2%
CN(Cc1ccccc1)C1CCCN(C(=O)c2ccc(Cl)s2)C1 (stereo not drawn),9%,8%,3.0%,15%,-7%
COc1cc(NC(=O)c2cccs2)c(OC)cc1NC(=O)CCC(=O)Nc1cccc2ncccc12,-6%,-10%,1.7%,4%,-13%
COc1ccc(NC(=S)NCc2cccs2)cc1OC,8%,67%,4.8%,-1%,-9%
CC(C)c1ccc(OCc2ccc(C(=O)O)o2)cc1,5%,23%,0.2%,-9%,-14%
COc1cc(/C=C\C(=O)Nc2cc(=O)n(C)c(=O)n2C)cc(OC)c1OC,4%,-14%,9.2%,3%,-2%
O=C(Nc1ccc(N2CCN(C(=O)c3cccs3)CC2)cc1)c1cccnc1Cl,-6%,4%,1.0%,3%,8%
Cc1cc(N2CCCC2)nc2ccc(NC(=S)NC(C)C)cc12,-8%,?,3.8%,1%,11%
Cc1noc(COc2ccccc2OCc2onc(C)c2Cl)c1Cl,-14%,33%,i,10%,0%
CCN(CC)CCOC(=O)CCc1cccc2ccccc12,-10%,7%,i,-6%,-6%

(next part)
SMILES,PhoP GFP inhibition,tuberculosis growth,VEEV TC-83 Vero,H37Rv inhibition,influenza NS1A
CCOC(=O)C[C@H]1c2cc(F)ccc2S(=O)(=O)N1C1CCCC1,0%,-3%,1.6%,3%,-4%
CCOC(=O)c1sc(NC(=O)c2cccs2)cc1C,-2%,14%,i,1%,-3%
O=C(c1ccc(-n2cncn2)c([N+](=O)[O-])c1)N1CCN(c2cccc(Cl)c2)CC1,-15%,16%,8.9%,-12%,-1%
C=CCn1c(C)nnc1SCC(=O)Nc1oc(C)c2c(C)n[nH]c(=O)c12,6%,6%,i,5%,-2%
COc1cccc(NC(=O)CC(c2ccc(OC(C)C)cc2)c2ccccc2OC)c1 (stereo not drawn),18%,-8%,0.1%,-10%,0%
O=C(c1ccc2c(c1)N(Cc1ccccc1)CCS2)N1CCCCC1,-2%,-8%,6.9%,-1%,7%
CC(C)N1CCN(Cc2cnc(N3CCCC3)s2)CC1CCO (stereo not drawn),nt,nt,1.2%,nt,-3%
O=C1CC(NS(=O)(=O)c2cccs2)CN1c1ccc(F)cc1 (stereo not drawn),4%,-4%,6.1%,-3%,-8%
O=c1ccnc(Nc2ccc([N+](=O)[O-])cc2)[nH]1,4%,23%,7.9%,5%,3%
C=CCn1c(SCC(=O)NCc2ccc3c(c2)OCO3)nc2scc(-c3ccc(F)cc3)c2c1=O,-1%,-8%,3.8%,22%,10%
CN(C)S(=O)(=O)c1ccc(NC(=S)NC(=O)c2ccc(Br)o2)cc1,5%,1%,nt,-6%,nt
Cc1cc(C)n(-c2nnc(C)n2NS(=O)(=O)c2ccc(F)cc2)n1,4%,-5%,i,0%,5%

An excerpt from above in order of length of the SMILES, low to high.
SMILES,PhoP GFP inhibition,tuberculosis growth,VEEV TC-83 Vero,H37Rv inhibition,influenza NS1A
COc1ccc(NC(=S)NCc2cccs2)cc1OC,8%,67%,4.8%,-1%,-9%
CCCCNC(=S)NCc1ccc2c(c1)cc(C)n2C,0%,?,0.5%,25%,12%
CC(C)c1ccc(OCc2ccc(C(=O)O)o2)cc1,5%,23%,0.2%,-9%,-14%
CC(C)N1CCN(Cc2cnc(N3CCCC3)s2)CC1CCO (stereo not drawn),nt,nt,1.2%,nt,-3%
Cc1noc(COc2ccccc2OCc2onc(C)c2Cl)c1Cl,-14%,33%,i,10%,0%
Cc1ccc(NC(=O)COC(=O)Cn2c(C)csc2=O)cc1,-8%,nt,0.2%,3%,2%
O=c1ccnc(Nc2ccc([N+](=O)[O-])cc2)[nH]1,4%,23%,7.9%,5%,3%
O=C1CC(NS(=O)(=O)c2cccs2)CN1c1ccc(F)cc1 (stereo not drawn),4%,-4%,6.1%,-3%,-8%
O=C(c1ccc2c(c1)N(Cc1ccccc1)CCS2)N1CCCCC1,-2%,-8%,6.9%,-1%,7%
CCOC(=O)C[C@H]1c2cc(F)ccc2S(=O)(=O)N1C1CCCC1,0%,-3%,1.6%,3%,-4%
Cc1cc(C)n(-c2nnc(C)n2NS(=O)(=O)c2ccc(F)cc2)n1,4%,-5%,i,0%,5%
CN(C)S(=O)(=O)c1ccc(NC(=S)NC(=O)c2ccc(Br)o2)cc1,5%,1%,nt,-6%,nt
O=C(Nc1ccc(N2CCN(C(=O)c3cccs3)CC2)cc1)c1cccnc1Cl,-6%,4%,1.0%,3%,8%
COc1cc(/C=C\C(=O)Nc2cc(=O)n(C)c(=O)n2C)cc(OC)c1OC,4%,-14%,9.2%,3%,-2%
COc1cc(NC(=O)c2cccs2)c(OC)cc1NC(=O)CCC(=O)Nc1cccc2ncccc12,-6%,-10%,1.7%,4%,-13%
C=CCn1c(SCC(=O)NCc2ccc3c(c2)OCO3)nc2scc(-c3ccc(F)cc3)c2c1=O,-1%,-8%,3.8%,22%,10%

Remaining list, next part:
SMILES,PhoP GFP inhibition,tuberculosis growth,VEEV TC-83 Vero,H37Rv inhibition,influenza NS1A
CC(C)CN(CC(C)C)C(=O)Nc1ccccc1F,-9%,-8%,i,1%,1%
O=C(Oc1cccc(N2C(=O)CCC2=O)c1)C1CC(=O)N(c2ccc(Br)cc2)C1 (stereo not drawn),18%,6%,0.4%,5%,-10%
COc1cc(C2NC(=S)NC(O)(C(F)(F)F)C2C(=O)c2cccs2)cc(OC)c1O (stereo not drawn),0%,2%,i,3%,-3%
CC(=O)Nc1ccc(S(=O)(=O)N(C)c2nc3ccccc3nc2Cl)cc1,6%,7%,8.0%,-3%,7%
COc1ccc(NC(=O)COC(C)=O)cc1Cl,10%,21%,0.0%,46%,-1%
COc1ccc(C(CC(=O)N2CCCC2)c2ccc(F)cc2)cc1 (stereo not drawn),8%,28%,i,1%,-10%
Cc1ccc(C(=O)/C=C/c2ccc(F)cc2)o1,7%,?,8.0%,9%,-13%
COc1ccc(CNC(=S)NCc2ccc(Cl)cc2)cc1OC,3%,7%,1.1%,-6%,-6%
COc1cc(OC)c(NC(=O)C2CCCO2)cc1Cl (stereo not drawn),12%,6%,7.5%,-1%,-1%
O=C(CNC(=O)c1ccco1)OC(C(=O)c1ccccc1)c1ccccc1 (stereo not drawn),-1%,2%,i,11%,-3%
O=S1(=O)N=C(N2CCc3ccccc3C2)c2ccccc21,0%,34%,3.5%,-5%,13%
Cc1ccc(S(=O)(=O)N(NC2=NS(=O)(=O)c3ccccc32)C(=O)c2ccccc2)cc1,3%,23%,i,-4%,-4%

The listing continues.
SMILES,PhoP GFP inhibition,tuberculosis growth,VEEV TC-83 Vero,H37Rv inhibition,influenza NS1A
Cc1ccc(-n2nc3c(N4CCC(C(=O)N5CCN(C)CC5)CC4)nnc(C)c3c2C)cc1,14%,35%,1.8%,2%,7%
Nc1c(C(=O)N/N=C/c2cccnc2)cnn1-c1ccccc1,8%,-14%,4.3%,-3%,1%
COc1ccc(-c2cc(=Nc3ccc(C)cc3)c3ccccc3o2)cc1,-2%,?,1.6%,18%,6%
CC(c1ccccc1)n1c(N2CCNCC2)nc2c1c(=O)[nH]c(=O)n2C (stereo not drawn),10%,4%,i,0%,4%
Cc1ccc(SCCN)cc1C,-2%,-6%,i,-2%,8%
O=c1nc2n(c3ccc([N+](=O)[O-])cc13)CCCCC2,3%,-5%,0.2%,5%,-9%
Fc1ccc(/C=N/NC(=S)Nc2ccc(Cl)cc2Cl)cc1,3%,1%,i,8%,-12%
CCCCC(=O)NCc1ccc(F)cc1,4%,78%,1.5%,-8%,2%

Screening results as filed in PubChem BioAssay.

Not a hit list; overall some 1.4% were active at least once.
